# FBPA Giardia inh: blocks Giardia fructose-bisphosphate aldolase activity | A8B2U2 | purified Giardia FBPA | Potency, µM (doses to about 59.6 µM), inactives show at the top dose activity, negative = inhibition, hits mostly inhibitors | 290,000 compounds, 0.71% hits | AID 2451; further: potency means the concentration at half of the fitted maximal effect; nearly all actives have a fitted effect of over 55% in size
# Target sequence (A8B2U2 whole entry, looked up): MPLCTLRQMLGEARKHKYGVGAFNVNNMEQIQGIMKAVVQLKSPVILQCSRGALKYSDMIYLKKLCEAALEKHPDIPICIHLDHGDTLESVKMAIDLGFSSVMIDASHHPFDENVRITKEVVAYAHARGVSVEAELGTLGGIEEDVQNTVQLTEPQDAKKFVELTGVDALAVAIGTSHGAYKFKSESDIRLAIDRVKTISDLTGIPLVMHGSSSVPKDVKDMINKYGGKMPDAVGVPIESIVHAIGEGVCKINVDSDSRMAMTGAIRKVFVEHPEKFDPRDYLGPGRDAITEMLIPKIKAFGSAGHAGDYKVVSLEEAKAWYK
#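 Giardia FBPA (40 nM reagent) was preincubated 10 min at RT with compound (up to 57.5 uM final), then substrate plus GAPDH/TPI/NAD/arsenate coupling system with diaphorase/resazurin was added; resorufin fluorescence (525/598 nm) was read after 20 min.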
# HCMV antiviral: human cytomegalovirus inhibition. HFF cells, HCMV-luciferase reporter, 72 h; stronger effect = lower value. activity change, negative = inhibition, % at 57.5 µM. 410,000 compounds, 4.5% hits; in the data active means activity change below about -60%; inconclusive means no clear call, values can overlap the other calls; inactive means above about -39%
#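 Two compound doses tested in HFFs infected with HCMV-luciferase, MOI 1 PFU/cell, 72 h at 37C. Lysate luminescence read with OneGlo; data normalized against buffer-only and 10uM Salinomycin inhibitor controls.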
# AmpC no deterg: inhibitors of E. coli AmpC beta-lactamase without detergent; P00811; AmpC nitrocefin hydrolysis, absorbance 480 nm, 0.0001% Triton; 330,000 compounds, 0.52% hits; AID 485341; Potency, µM (highest dose often 57.1 µM), for inactives: top-dose activity change, negative = inhibition, hits mostly inhibitors;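 further: potency means the concentration at half of the fitted maximal effect; plate controls were no compound for no effect and no enzyme for full effect; nearly all actives have a fitted effect of over 20% in size; some results filed as inactive show a strong effect at the top dose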
# Target sequence (P00811 whole entry, looked up): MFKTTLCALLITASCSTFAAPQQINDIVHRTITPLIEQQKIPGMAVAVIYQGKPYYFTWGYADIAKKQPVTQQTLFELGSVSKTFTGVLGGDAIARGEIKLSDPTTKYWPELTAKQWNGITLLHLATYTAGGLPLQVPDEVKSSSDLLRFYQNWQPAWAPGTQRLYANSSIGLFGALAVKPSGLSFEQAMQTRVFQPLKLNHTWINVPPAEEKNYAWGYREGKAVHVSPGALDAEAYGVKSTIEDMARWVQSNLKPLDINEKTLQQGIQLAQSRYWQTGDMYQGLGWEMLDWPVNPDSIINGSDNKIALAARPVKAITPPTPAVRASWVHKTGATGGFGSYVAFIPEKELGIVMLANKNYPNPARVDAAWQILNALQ
#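 AmpC (5.3 nM in the dispensed reagent) in 20 mM phosphate pH 7.0 with 0.01% (detergent screen) or 0.0001% Triton X-100 was preincubated with compounds for 15 min at room temperature. Nitrocefin was then added from an 800 uM solution, and hydrolysis was followed at 480 nm.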
# AmpC inh detg: inhibitors of E. coli AmpC beta-lactamase with detergent; Potency, µM (doses to about 114 µM), without a hit: at the highest dose activity change, negative = inhibition, actives largely listed as inhibitors; P00811; 370,000 compounds, 0.041% hits; AmpC hydrolysis of nitrocefin, absorbance 480 nm, 0.01% Triton;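 further: potency means the concentration at half of the fitted maximal effect; 0% = no-compound wells and -100% = no-enzyme wells; nearly all actives have a fitted effect of over 25% in size; some results filed as inactive show a strong effect at the top dose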
#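 20 mM phosphate pH 7.0 + 0.01% (detergent screen) or 0.0001% Triton X-100; 5.3 nM AmpC reagent; cpd preinc 15 min RT; nitrocefin (800 uM stock) to start; A480 q20 s × 4 min; Activity was normalised to no-enzyme and no-compound control wells.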
# Sm TGR inh: S. mansoni TGR enzyme inhibition. purified TGR, DTNB reduction, TNB absorbance 405 nm. Potency, µM (series often up to 114 µM), inactives show top-dose activity change, negative = inhibition, most hits filed as inhibitors. 360,000 compounds, 3% hits. AID 485364; further: potency means the concentration at half of the fitted maximal effect; nearly all actives have a fitted effect of over 60% in size
#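 First, TGR (20 nM dispensed) and NADPH were mixed with compound. Second, a 15 min room-temperature incubation followed. Third, further NADPH and then DTNB were added to start the reaction. Finally, TNB absorbance was monitored kinetically.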
# HCV inh: inhibitors of hepatitis C virus infection | Huh7.5.1 HCVcc-Cre infection, luciferase reporter, 44 h | Potency, µM (series often up to 41.8 µM), for inactives: at the top dose activity change, negative = inhibition, actives largely listed as inhibitors | 340,000 compounds, 3.4% hits; further: potency means the concentration at half of the fitted maximal effect
#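 Seed cells (1,000/well) for 4 h; treat with compound and infect with HCVcc-Cre, moi about 0.5. Incubate 44 h, then detect luciferase activity.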
# Starred values were filed as active, the others as inactive; ? = inconclusive; . = not tested or not shown; & = joins results of further samples; [ ] = dose if it differs, or a comment. Unless noted, the call rests on the fitted dose curve; in most records, active means well fitted curve in the direction sought with a large enough effect; inconclusive means small, poorly fitted or top-dose-only effect, or another doubt; inactive means no such curve, though single readings can be large; an effect the other way counts as inactive or inconclusive. Unless noted, on the % scale 0 is the no-effect control and ±100 the full control effect.
SMILES,FBPA Giardia inh,HCMV antiviral,AmpC no deterg,AmpC inh detg,Sm TGR inh,HCV inh
Cc1csc2nc(COC(=O)c3cccc(NC(=O)c4cccc(Cl)c4)c3)cc(=O)n12,.,-21,.,1%,-13%,.
CC(Sc1nnnn1C)C(=O)Nc1ccccc1 (centres undefined),0%,-24,-12%,-4%,7%,9%
Cc1ccc(S(=O)(=O)N2CCOCC2)cc1NC(=O)COC(=O)C1(C)CC1(Cl)Cl (centres undefined),.,-28,-3%,.,.,-3%
CC1(C)CC(=O)c2c(O)cc(OCc3ccc([N+](=O)[O-])cc3)cc2O1,1%,48,-20%,5%,13%,7%
Cc1ccccc1C(=O)NCC(=O)NNC(=O)CCN1CCN(c2ccccc2)CC1,.,27,-13%,7%,4%,2%
COc1ccc(OC)c(NC(=O)CN(c2ccc(C)cc2)S(=O)(=O)c2c(C)n[nH]c2C)c1,-2%,-39,104%[activator],-2%,8%,?
CCOC(=O)c1cc(S(=O)(=O)NC2CCC(C)CC2)cn1C (centres undefined),.,-39,-9%,-4%,2%,-2%
CCC(C)(C)NC(=O)C(c1ccco1)N(C(=O)CNC(=O)c1cccs1)c1cccnc1 (centres undefined),0%,17,-3%,?,?,18%
CSC1=NSC2=NC(=O)/C(=C/c3coc4ccccc4c3=O)C(=N)N12,-8%,-14,-19%,?,-26%,5%
CC(C)c1nc2n[nH]c(N)c2c2c1CCCC2,-17%,-30,-26%,?,13%,-12%
Cc1noc(C)c1COC(=O)c1cnc(Cl)c(Cl)c1,-2%,-26,20%,?,5%,?
Cc1c(C(=O)OC2CCCCC2)[nH]c2c1C(=O)CC(c1ccc(F)cc1)C2 (centres undefined),.,-16,.,-3%,9%,.
Cc1ccc(O)c(NC(=O)CSc2n[nH]c(-c3ccccc3)n2)c1,.,-83*,-50%,12%,3%,11µM*
Cc1nn(CC(=O)NNC(=S)NCC2CCCO2)c(C)c1Br (centres undefined),.,-34,260%[activator],-5%,-10%,-3%
COc1ccccc1N1CCN(C(=O)CSc2nnc(NC(=O)C(C)C)s2)CC1,-1%,10,55%,5%,0%,-6%
O=C(N1CCOCC1)N1CCN(S(=O)(=O)N2CCOCC2)CC1,4%,-18,-14%,2%,5%,6%
O=c1cc(CSc2ccc(Cl)cc2)nc(-c2ccccc2)[nH]1,0%,-35,-12%,?,7%,19%
O=C(COC(=O)c1cccnc1Cl)Nc1ccccc1OC(F)F,4%,-4,-21%,-9%,0%,6%
CCN1CCc2nc(N)sc2C1,11µM*,?,-32%,1%,-8%,5%
Cc1ccc(NS(=O)(=O)c2ccc3c(c2)n(C)c(=O)c(=O)n3C)c(C)c1,-9%,-30,1%,1%,5%,8%
CCOC(=O)c1ccccc1NC(=O)CC1Nc2ccccc2NC1=O (centres undefined),-3%,.,-12%,?,40µM*,.
O=S(=O)(Nc1ccc(S(=O)(=O)N2CCCCCC2)cc1)c1cccs1,15%,-25,-45%,-3%,-5%,-3%
Cc1ccc(OCCN2C(=O)CSC2=O)cc1,4%,0,-11%,-1%,7%,4%
COc1ccccc1CC(=O)NC1CC1,0%,-12,-2%,1%,0%,-5%
CC(=O)c1cnc2nc(SCc3ccc(C)cc3)nn2c1C,12%,-21,0%,?,0%,-11%
Cc1sc2ncn(CC(=O)NCCCC(=O)N3CCN(c4ccccn4)CC3)c(=O)c2c1C,-1%,-23,139%[activator],-12%,-23%,?
COCC1CCCCN1Cc1cn(-c2ccccc2)nc1-c1ccc2c(c1)OCO2 (centres undefined),4%,-25,1%,4%,-21%,17%
CCOC(=O)c1c(NC(C)=O)sc2c(OC)c(Br)ccc12,0%,-24,-6%,0%,?,?
COc1cccc(-c2nc3c(c(SCC(=O)Nc4cccc(C)c4C)n2)Cc2c(CO)cnc(C)c2O3)c1,.,-35,.,0%,-2%,.
CCOC(=O)c1c(N2C(=O)C=CC2=O)sc(C)c1C,-15%,.,-49%,-6%,0.45µM*,?
COC(=O)c1c(C)sc(-c2c(-c3ccc(OC)c(F)c3)[nH]c3c2c(=O)n(C)c(=O)n3C)c1O,.,0,.,10%,-11%,.
COc1ccc(-n2nnnc2-c2ccc(S(C)(=O)=O)cc2Cl)cc1,-5%,-36,-14%,-4%,-3%,5%
CCCN(CC(=O)Nc1ccccc1C)C(=O)c1cn2ccccc2n1,.,16,-9%,4%,-1%,-7%
Cc1ccc(S(=O)(=O)NCCc2ccncc2)cc1,2%,49,2%,-6%,-1%,8%
O=C(NCCS(=O)(=O)N1CCN(c2ccccc2)CC1)c1cccs1,.,-14,-10%,-5%,0%,0%
CCn1c(C)nc2cc(C(=O)NNS(=O)(=O)c3ccccc3F)ccc21,0%,-1,-16%,-10%,39%[activator],25%
Cc1ccc(S(=O)(=O)NNC(=O)Nc2ccc(Cl)cc2)cc1,0%,-13,-21%,-3%,-4%,6%
Cc1ccc2nc(-c3cccnc3)c(Nc3ccc(C(C)C)cc3)n2c1,.,9,.,2%,-2%,.
COc1ccccc1CN1CC(C(=O)NCCc2ccc(Cl)cc2)CC1=O (centres undefined),.,35,124%[activator],-1%,5%,-9%
COc1ccc(OCC(=O)Nc2ccc3c(c2)nc(CN2CCN(C(C)=O)CC2)n3C)cc1,-11%,82,51%,6%,-20%,-5%
CC(C)(C)c1ccc(C(CC(=O)O)NC(=O)CCCc2ccccc2)cc1 (centres undefined),22%,18,-1%,0%,2%,1%
CS(=O)(=O)N(CC(=O)Nc1ccccc1C(=O)N1CCOCC1)c1cccc(F)c1,.,27,308%,8%,-16%,18%
COC(=O)c1sccc1S(=O)(=O)N(CC(=O)NCc1ccc(F)cc1)c1ccc(Cl)cc1,.,9,.,2%,-2%,.
CN(C1CCCCC1)S(=O)(=O)c1ccc(S(=O)(=O)N2CCN(CCC#N)CC2)cc1,3%,-6,-3%,-6%,-13%,9%&5%
CCc1ccc(S(=O)(=O)N/N=C(/C)c2ccncc2)cc1,.,23,-24%,1%,-29%,-6%
Cc1cccn2c(=O)nc(SCC(=O)N3CCC(Cc4ccccc4)CC3)nc12,.,-26,0%,-14%,2%,-30%
COc1ccc(C(C(=O)NC2CCCC2)N(C(=O)c2ccoc2C)c2ccc(C)cc2)cc1 (centres undefined),2%,?,65%[activator],-1%,1%,-12%
O=C(c1ccc2c(c1)N(Cc1cccc(Cl)c1)C(=O)c1ccccc1S2=O)N1CCC(Cc2ccccc2)CC1 (centres undefined),.,?,.,9%,4%,.
CC(=O)Nc1ccc(S(=O)(=O)NCCC(=O)OC(C)C(=O)NC2(C#N)CCCCC2)cc1 (centres undefined),.,133,-12%,8%,2%,-22%
CCCNC(=S)NCCN1CCCCC1,?,3,-9%,1%,0%,3%
COc1ccc([C@@H]2CC=C(C(=O)O)[C@H](c3cccc(Cl)c3)N2S(=O)(=O)c2ccccc2C)cc1,.,53,-11%,-1%,-5%,-1%
CCCCCCN1C2=NCCCN2c2ccccc21,0%,?,14%,-2%,6%,?
c1ccc(-n2cnnc2SCc2cn3ccccc3n2)cc1,-12%,-22,-52%,-14%,1%,13%
COc1ccc(C2=[N+]([O-])C(C)(C)N(O)C2C)cc1 (centres undefined),2%,106,-15%,-9%,1%,31%[activator]
Cc1ccc(NC(=O)NC2C(NC(=O)Nc3ccc(C)cc3)N(C)C(=O)N2C)cc1 (centres undefined),7%,24,-8%,0%,-6%,-1%
COc1cccc(NC(=S)N2CCN(C/C=C/c3ccccc3)CC2)c1,-6%,-36,93%[activator],3%,14%,-14%
COc1cccc(C(=O)Nc2ccccc2C(=O)OCc2cc(=O)n3c4c(sc3n2)CCCC4)c1,.,-16,.,0%,4%,.
CC(=O)c1cccc(NC(=O)N(c2ccccc2)c2ccccc2)c1,1%,0,15%,1%,-23%,16%
CCC(Sc1nc2ccccc2s1)C(=O)Nc1nnc(C)s1 (centres undefined),0%,?,-13%,-11%,-25%,-8%
CC(=O)Nc1ccc(S(=O)(=O)NCc2nnnn2-c2ccc(F)cc2)cc1,.,9,-21%,-10%,-5%,-1%

# One compound at a time, from the list above:
# Listed for CC(=O)c1cccc(NC(=O)N(c2ccccc2)c2ccccc2)c1 = FBPA Giardia inh = 1%; HCMV antiviral = 0; AmpC no deterg = 15%; AmpC inh detg = 1%; Sm TGR inh = -23%; HCV inh = 16%
# Listed for Cc1cccn2c(=O)nc(SCC(=O)N3CCC(Cc4ccccc4)CC3)nc12 = FBPA Giardia inh = .; HCMV antiviral = -26; AmpC no deterg = 0%; AmpC inh detg = -14%; Sm TGR inh = 2%; HCV inh = -30%

# A section from the list above:
SMILES,FBPA Giardia inh,HCMV antiviral,AmpC no deterg,AmpC inh detg,Sm TGR inh,HCV inh
CCC(Sc1nc2ccccc2s1)C(=O)Nc1nnc(C)s1 (centres undefined),0%,?,-13%,-11%,-25%,-8%
CC(=O)Nc1ccc(S(=O)(=O)NCc2nnnn2-c2ccc(F)cc2)cc1,.,9,-21%,-10%,-5%,-1%

# Next results
SMILES,FBPA Giardia inh,HCMV antiviral,AmpC no deterg,AmpC inh detg,Sm TGR inh,HCV inh
O=S(=O)(NCCC1=CCCCC1)c1c(Cl)cccc1Cl,.,-30,-21%,-13%,-1%,-16%[8.37 µM]
CC(C)NC(=O)Cn1c(SCC(=O)N2CCCCCC2)nc2ccccc21,19%,-7,12%,6%,1%,-27%
CCN(Cc1ccncc1)Cc1cn[nH]c1-c1ccc(OC)cc1F,-9%,?,13%,-6%,-4%,?
CC(C)(C)OC(=O)N1CCCN(C(=O)c2ccc(Cl)cc2)CC1,10%,-29,24%,-12%,-9%,2%
Cc1cccc(C)c1NC(=O)CSc1ccc([N+](=O)[O-])cn1,-4%,-11,28%[2.29 µM],-7%,-20%,9%
CS/C(N)=N/N=C/c1cc(Br)cc(Br)c1O,5%,38,-26%,11%,9%,-24%
COc1ccc(CS(=O)/C(Cl)=C(/Cl)C(=O)Nc2ccc(OC)nc2)cc1 (centres undefined),-2%,.,-2%,4%,0.45µM*,4.5µM*
Oc1ccccc1N=Cc1sc2ccccc2c1Cl,-26%,-76*,-31%,?,-13%,-26%
Nc1nccc(-c2ccc(-n3cccc3)cc2)n1,14%,-6,-3%,-1%,-6%,4%
COc1cc(/C=C/c2nc(C#N)c(N3CCN(C)CC3)o2)cc(OC)c1OC,.,69,.,0%,1%,.
CCOC(=O)C1CCN(C(C(=O)NC2CCCCC2)c2ccc(OC)cc2)CC1 (centres undefined),3%,13,-12%,?,-1%,?
NC(=S)N/N=C/c1cn(-c2ccccc2)nc1-c1cccnc1,-8%,-11,-25%,6%,7%,?
COC(=O)N/N=C1/C/C(=N\NC(=O)OC)c2ccccc21,?,?,-33%,?,8%,12%
O=C(COC(=O)COc1ccccc1)Nc1cccnc1Cl,.,-28,-26%,.,.,5%
O=C(O)c1sc2cc(C(F)(F)F)cnc2c1-c1cccs1,6%,-7,0%,-13%,1%,17%

# Bioassay records: PubChem, National Center for Advancing Translational Sciences (NCATS)
